Assay outcomes (PubChem)
SR-BI uptake up: activators of SR-BI mediated DiI-HDL uptake, primary screen, ldlA[mSR-BI] CHO cells, DiI fluorescence; 3 h; 100 = double the neutral-control signal; activation, % at 12.5 µM; 320,000 tested, 0.096% active; AID 504775, 2011;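 active = mean replicate activation of at least 60% and every replicate at or above 60%; inconclusive = mean or all-replicate condition met, but not both; inactive = mean below 60% and not all replicates reaching 60%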;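 also: 0% = median plate neutral-control signal and 100% = twice that signal; values of inactives mirror those of a sister screen read the other way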
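Test system: SR-BI-overexpressing, LDLR-lacking CHO cells; Medium: Ham's F12 with 0.5% BSA, HEPES 25 mM, pH 7.4; Schedule: 3 h, 37 °C; Technique: bottom-read fluorescence, 550/595 nm.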
CAL PDZ FP-1: untagged CAL PDZ binding inhibitors, primary screen, biochemical, fluorescence polarization, HTS | Golgi-associated PDZ and coiled-coil motif-containing protein (Homo sapiens), Q9HD26 | inhibition, % at 24.9 µM | AID 602252, 2012 | 300,000 tested, 0.92% active | purified CAL PDZ, TMR-peptide fluorescence polarization, 1 h;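 active = mean inhibition of at least 30% with at least half of replicates also reaching 30%; inconclusive = no clear call, values can overlap the other calls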;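 also: 0% = DMSO neutral control and 100% = excess unlabeled competitor peptide PRC23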
Rtt109 HAT inh: inhibitors of C. albicans Rtt109/Vps75 HAT, primary screen, biochemical, ThioGlo CoA-SH fluorescence, plate reader | Histone acetyltransferase RTT109 (Candida albicans (strain SC5314 / ATCC MYA-2876)), … | purified Rtt109/Vps75, 4 h | inhibition, % at 34.9 µM | 330,000 tested, 0.16% active;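 active = inhibition of at least 50% in every replicate; inconclusive = best replicate reaches 50% inhibition but some replicates fall short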
Keap1 Nrf2 FP: Keap1-Nrf2 protein-protein interaction inhibitors, primary screen, biochemical, fluorescence polarization, single point; Kelch-like ECH-associated protein 1 (Homo sapiens), Q14145; Keap1 Kelch-Nrf2 peptide fluorescence polarization, 1536-well; inhibition, % at 9.4 µM; 340,000 tested, 0.15% active; AID 504523, 2011; in the data active = inhibition above about 12%; inconclusive = no clear call, values can overlap the other calls; inactive = below about 7.3%;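 also: human Keap1 Kelch domain with fluorescein labeled Nrf2 9mer peptide probe; 0% = neutral control wells and 100% = peptide positive control; higher means more block of Keap1 binding to Nrf2 peptide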
Cardiac RTF inh: cardiac RTF calcium sensitivity inhibitors, primary screen, biochemical, IANBD-TnC fluorescence, EC70 calcium. AID 493244, 2011. IANBD-labeled cardiac RTF, Ca2+ fluorescence. 340,000 tested, 0.12% active. inhibition, % at 7.15 µM;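 active = inhibition above the mean inhibition of all tested compounds plus 3 SD, cut at about 17% in these data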;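 also: assay run at fixed EC70 calcium of 1.6 mM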
CAL PDZ FP-2: CAL PDZ peptide-binding inhibitors, primary screen, biochemical, fluorescence polarization, Cer-tagged CAL PDZ, HTS; AID 504414, 2011; inhibition, % at 20 µM; Golgi-associated PDZ and coiled-coil motif-containing protein (Homo sapiens), Q9HD26; purified CAL PDZ, TMR-peptide fluorescence polarization, 1 h; 330,000 tested, 0.02% active;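 active = highest replicate inhibition of at least 40%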;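 also: plate controls were DMSO neutral control wells for no effect and unlabeled competitor peptide control wells for full effect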
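material = purified tagged CAL PDZ domain construct (CerCALP) | buffer or medium = sodium phosphate/NaCl buffer pH 7.4 with TCEP, IgG, Thesit | reagent = TMR-labelled reporter peptide T*-PRC34 bound in PDZ groove | incubation = 1 h room-temperature incubation prior to read | measured by = fluorescence polarization (mP) | evaluation = percent inhibition from loss of millipolarization | control set = unlabelled peptide and DMSO controls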
DAGLB inh: DAGLB lipase inhibitors, primary screen, biochemical, fluorescence, HTS | Diacylglycerol lipase-beta (Homo sapiens), Q8NCG7 | HEK293T DAGLB membrane lysate, EnzChek fluorogenic substrate | inhibition, % at 5.17 µM | 340,000 tested, 0.059% active; in the data active = inhibition above about 34%;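 also: 0% = enzyme with vehicle and 100% = wells lacking enzyme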
Target sequence (Q8NCG7 whole entry, looked up): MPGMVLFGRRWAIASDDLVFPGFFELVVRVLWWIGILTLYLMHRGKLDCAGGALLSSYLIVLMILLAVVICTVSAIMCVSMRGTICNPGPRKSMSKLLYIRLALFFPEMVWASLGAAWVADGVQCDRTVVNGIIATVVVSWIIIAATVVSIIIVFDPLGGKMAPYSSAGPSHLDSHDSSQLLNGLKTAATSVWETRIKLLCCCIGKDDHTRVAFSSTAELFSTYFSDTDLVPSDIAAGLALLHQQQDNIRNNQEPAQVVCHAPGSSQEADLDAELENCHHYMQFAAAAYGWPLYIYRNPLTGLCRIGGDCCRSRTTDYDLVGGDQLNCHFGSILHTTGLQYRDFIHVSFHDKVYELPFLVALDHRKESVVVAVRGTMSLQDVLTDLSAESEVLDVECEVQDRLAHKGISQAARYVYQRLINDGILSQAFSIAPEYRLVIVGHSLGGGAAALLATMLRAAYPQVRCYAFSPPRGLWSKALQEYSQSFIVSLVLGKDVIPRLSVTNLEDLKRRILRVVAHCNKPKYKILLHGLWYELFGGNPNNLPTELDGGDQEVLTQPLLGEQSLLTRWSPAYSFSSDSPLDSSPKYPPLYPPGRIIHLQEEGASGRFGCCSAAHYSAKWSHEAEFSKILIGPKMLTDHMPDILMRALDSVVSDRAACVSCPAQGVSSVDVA
PKA-R2B act: activators of PKA-R2B holoenzyme, primary screen, biochemical, fluorescence polarization, Cy5-IP20, human | cAMP-dependent protein kinase catalytic subunit beta (Homo sapiens) + cAMP-dependent … | PKA-R2B holoenzyme dissociation; R2B truncated from residue 108, S112A mutant; 0% DMSO only, 100% 113 µM cGMP | activation, % at 11.4 µM | 340,000 tested, 0.079% active | AID 504700, 2011;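 active = activation above a cutoff set at the mean over all compounds plus 3 SD, cut at about 18% in these data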;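 also: higher means more holoenzyme dissociation and a rise in polarization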
Target sequence (P31323 whole entry, looked up, other chains not shown, the tested form may be a part): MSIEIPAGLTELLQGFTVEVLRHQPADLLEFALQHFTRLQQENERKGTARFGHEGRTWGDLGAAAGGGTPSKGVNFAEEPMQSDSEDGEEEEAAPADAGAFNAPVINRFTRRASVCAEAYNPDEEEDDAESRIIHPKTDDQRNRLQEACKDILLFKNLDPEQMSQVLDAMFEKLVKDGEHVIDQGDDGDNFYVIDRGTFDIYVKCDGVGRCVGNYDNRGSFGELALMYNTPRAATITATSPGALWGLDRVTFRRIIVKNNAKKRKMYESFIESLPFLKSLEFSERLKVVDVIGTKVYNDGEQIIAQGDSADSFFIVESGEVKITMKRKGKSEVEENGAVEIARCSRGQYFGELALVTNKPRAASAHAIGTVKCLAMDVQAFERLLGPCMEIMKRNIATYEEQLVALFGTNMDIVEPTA
cardiac RTF act: cardiac RTF calcium sensitivity activators, primary screen, biochemical, IANBD-TnC fluorescence, EC20 calcium; Troponin I, cardiac muscle (Homo sapiens) + Troponin T, cardiac muscle (Homo sapiens) + …; IANBD-labeled TnC RTF fluorescence at EC20 calcium; 0% EC20 calcium, 100% full calcium; activation, % at 7.2 µM; 340,000 tested, 0.24% active; AID 493008, 2010;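 active = activation above the mean over all tested compounds plus 3 SD, cut at about 30% in these data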;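 also: rise in fluorescence read as greater calcium sensitivity of cardiac thin filaments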
C-LANA FP: inhibitors of KSHV C-LANA binding to DNA, primary screen, biochemical, fluorescence polarization, FAM-LBS DNA, MBP-C-LANA, single point; inhibition, % at 9 µM; 340,000 tested, 0.078% active; Kaposi's sarcoma herpesvirus LANA C-terminal domain (residues 932-1162) DNA binding;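 active = highest replicate inhibition at or above 60% at 9 µM, even if other replicates fall short; inactive = all replicates below 60% inhibition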;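 also: 0% = neutral control wells and 100% = 4 µM acridine orange control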
* = called active by the depositor; ? = inconclusive; / = not tested or not shown. Hits appear at their usual frequency, and some 1.6% of all compounds hit somewhere here.

SMILES	SR-BI uptake up	CAL PDZ FP-1	Rtt109 HAT inh	Keap1 Nrf2 FP	Cardiac RTF inh	CAL PDZ FP-2	DAGLB inh	PKA-R2B act	cardiac RTF act	C-LANA FP
CN(CC(=O)Nc1ccccc1Br)C(=O)c1cc(Cl)nc2ccccc12	-8	-2	5	-3	-5	0.1	0	-10	-3	-0.3
O=C(CN1CCCCC1)N1CCCc2c1c(=O)oc1ccc(OCc3ccccc3)cc21	-52	-5	14	-3	4	/	-2	-2	8	0.8
Cc1cccc(NC(=O)CCNC(=O)c2ccc(Br)cc2)c1C	-23	-1	5	0	-7	-1.3	-5	-11	5	0.4
O=C(NCc1ccccc1)C1CCCN(c2nc3ccsc3c(=O)s2)C1 (centres undefined)	/	-6	-9	-3	1	/	-1	-2	2	-0.9
O=C(CSc1n[nH]c(=O)n1C1CC1)NCc1ccccc1Cl	19	/	15	-5	-3	0.0	0	5	8	2.0
CSCCC(NS(=O)(=O)c1ccc(C)c(C(=O)O)c1)C(=O)O (centres undefined)	21	-4	0	-2	-1	-1.9	0	-8	-2	1.4
Cc1cc(C2=NNC(=NC3CC3)SC2)c(C)n1Cc1ccco1	-23	-1	-5	0	6	-2.6	-5	-3	0	-1.4
CCn1c(COc2cccc(C)c2)nnc1SCC(=O)CC(=O)Nc1ccccc1OC	-46	-1	5	-5	4	-1.3	5	-15	-2	-0.7
CCOC(=O)C1CCCN(Cc2cn(C)nc2-c2ccc3c(c2)OCCO3)C1 (centres undefined)	16	-5	0	-2	-8	-1.9	-2	-7	0	0.5
COC(CNC(=O)C1CC(=O)N(CCc2ccccc2)C1)OC (centres undefined)	33	/	-28	-6	-10	-1.5	2	6	0	-0.5
COc1ccccc1C(=O)NCCc1nc2ccccc2[nH]1	-9	-3	2	-2	7	-0.9	2	0	6	1.5
Cc1cc(C)cc(Nc2cc(=O)n(C3CCCCC3)c(=O)[nH]2)c1	13	-7	-5	0	-3	-0.9	3	-3	-2	-0.6
COc1ccccc1/C=C/C=N/NC(=O)Cc1cccn1C	-70	4	17	-7	-2	-1.3	5	-13	3	-2.1
CCCCCCC(=O)N(O)C1CC(=O)N(c2ccc(Cl)cc2)C1=O (centres undefined)	-8	/	-4	2	-5	0.0	-8	-12	2	-1.2
O=C(Oc1ccccc1)c1ccc2nsnc2c1	0	-1	13	-2	-7	-2.5	-11	-3	4	0.1
O=C(COC(=O)/C=C/c1ccc(Cl)c(Cl)c1)NC1CC1	-4	3	2	1	-8	-1.5	0	5	6	0.5
COc1cc(NC(=O)CSc2ncnc3scc(-c4ccccc4)c23)c(C(=O)O)cc1OC	44	1	4	3	-7	-3.5	6	1	0	1.5
C=CCn1c(SCC(=O)Nc2ccc(OC)cc2)nc2ccccc2c1=O	-3	1	0	-4	2	-0.9	-6	10	-6	-1.9
CC(=O)Nc1cccc(NC(C)=C(C#N)C#N)c1	14	-4	-6	-2	8	-0.9	1	-1	-5	2.3
CCCCOC(=O)CCn1[nH]c(=O)c2ccccc2c1=O	7	-3	0	-2	-4	0.6	0	4	1	0.0

Two successive records out of the list so far:
SMILES	SR-BI uptake up	CAL PDZ FP-1	Rtt109 HAT inh	Keap1 Nrf2 FP	Cardiac RTF inh	CAL PDZ FP-2	DAGLB inh	PKA-R2B act	cardiac RTF act	C-LANA FP
CC(=O)Nc1cccc(NC(C)=C(C#N)C#N)c1	14	-4	-6	-2	8	-0.9	1	-1	-5	2.3
CCCCOC(=O)CCn1[nH]c(=O)c2ccccc2c1=O	7	-3	0	-2	-4	0.6	0	4	1	0.0

The listing continues:
SMILES	SR-BI uptake up	CAL PDZ FP-1	Rtt109 HAT inh	Keap1 Nrf2 FP	Cardiac RTF inh	CAL PDZ FP-2	DAGLB inh	PKA-R2B act	cardiac RTF act	C-LANA FP
Cc1ccccc1CN1CCC(n2nccc2NC(=O)c2cccnc2)CC1	3	-2	-3	3	-6	-0.5	3	15	7	0.6
COc1ccccc1C(=O)NC(=S)Nc1ccc2[nH]c(=O)[nH]c2c1	/	4	3	-4	-12	-2.1	0	13	2	-1.1
O=C(COc1coc(CN2CCN(c3ccccc3)CC2)cc1=O)Nc1ccccc1F	6	-2	4	-4	-7	-2.5	2	1	-4	0.0
NC(=O)C1CCN(C(=O)CC2C(=O)NCCN2Cc2cccc(Oc3ccccc3)c2)CC1 (centres undefined)	5	-2	-4	-3	4	-1.1	-1	-2	-3	1.4
COc1ccc(/C=N\NS(=O)(=O)c2ccc(Cl)cc2)cc1COc1ccccc1[N+](=O)[O-]	-7	-2	-1	4	-9	-2.0	-3	-7	4	0.3
Cc1nc(SCC(=O)O)c(C#N)c2c1CCCC2	9	76*	-2	0	1	-3.5	1	-8	1	6.4
C=CCNC(=S)N/N=C/c1ccccc1OCCOc1ccccc1	-29	6	-2	-3	0	-0.8	-2	-3	0	0.1
CCc1ccc(NCCC(=O)c2ccc(Cl)cc2)cc1	25	0	3	1	4	-1.9	0	-2	1	0.7
COc1ccc(S(=O)(=O)N2CCOCC2)c2ccccc12	-11	-2	5	0	-4	-0.7	0	0	2	2.1
O=C(COc1ccc(C(=S)N2CCOCC2)cc1Cl)Nc1ccccc1Cl	-48	-7	-9	-8	-12	-0.8	2	0	9	0.0
Cc1c(C(=O)NNC(=O)c2ccncc2)oc2ccc(Br)cc12	15	-1	7	-2	6	-4.7	2	2	-1	0.0
OCC[n+]1ccc(/C=C/c2c[nH]c3ccccc23)cc1	8	-2	0	-163	-275	-1.9	-39	-3	189*	-19
COc1ccc(N2CC(C(=O)N[C@@H](C)C(=O)N[C@H](CO)c3ccccc3)CC2=O)cc1 (some centres undefined)	-5	6	1	-5	-4	0.3	0	-7	0	0.3
CCOC(=O)Cn1c(=O)c(F)cn(Cc2ccc(OC)c([N+](=O)[O-])c2)c1=O	16	2	3	-2	-3	-0.8	0	2	-6	1.2
O=C(c1cnc2n(c1=O)CCS2)N1CCN(c2ccc(Cl)c(Cl)c2)CC1	-11	-4	-4	1	-5	-1.7	0	-18	-4	-0.3
CCOC(=O)N1CCN(C(=O)COC(=O)C2CCN(S(=O)(=O)c3c(Cl)cccc3Cl)CC2)CC1	-43	-1	7	?	0	-1.7	-2	-12	1	0.9
Cc1ccc(N2CC(=O)Nc3c(oc4nc(-c5ccccc5)cc(C)c34)C2=O)cc1	11	/	-16	-5	-4	-1.2	1	-14	4	0.8
COc1cccc(Nc2ccc(C(=O)O)cc2N)c1	11	-2	3	-10	-6	-2.0	2	11	2	0.0
O=C1CC(c2ccccc2)Cc2nc(N3CCc4ccccc4C3)ncc21 (centres undefined)	11	-4	-10	-2	-2	0.3	-11	1	1	1.5
Cc1nc(-c2cccc(NS(=O)(=O)c3ccc4ccccc4c3)c2)cs1	-5	-6	-3	-7	7	-0.9	-4	-6	-1	-0.3
Cc1nn(CC(=O)NC2CC2)c(C)c1S(=O)(=O)NC(C)(C)C	16	/	-17	-3	10	0.3	-1	3	1	0.2
Fc1ccc(Nc2ncnc3sc4c(c23)CCC4)cc1F	9	-4	-6	1	-5	-0.4	0	10	3	-1.9
CC(C)Sc1nc2c(c(=O)[nH]c(=O)n2C)n1CC(O)COc1ccccc1 (centres undefined)	15	-3	2	-6	-11	-2.6	2	8	13	1.1
Cn1nnnc1SCC(=O)NCc1cccc(C(=O)O)c1	0	-2	4	-1	-12	-0.7	-1	8	0	0.6
O=S(=O)(Nc1nccs1)c1ccc(Br)cc1	7	-3	-6	0	-8	-2.6	0	-4	2	-1.6
Oc1ccc(C[C@H]2CNCCN2CCc2cccc(F)c2)cc1	7	-2	-8	-3	-10	-0.6	-4	-13	-2	-0.3
O=C(CSc1nnnn1Cc1ccccc1)N1CCN(c2ccccc2)CC1	26	0	0	-3	-8	0.2	-2	5	-4	3.5
COc1cc(OC)cc(C(=O)OCC(=O)NC(C)CCc2ccccc2)c1 (centres undefined)	/	-1	-4	-4	-20	-3.5	0	-2	-1	1.2
Cc1ccc(OCC(=O)NCCNC(=O)c2ccco2)cc1	/	4	-1	-2	0	-2.3	-1	-5	1	1.3
O=C(Nc1ccccc1Cl)O/N=C(/c1ccccc1)c1ccccn1	8	-1	-1	-5	7	-0.9	-3	-6	4	1.3
COCCCn1c(=O)/c(=C\c2ccc(OC(F)F)c(OC)c2)s/c1=C(/C#N)C(=O)NCCOC	/	2	33	-3	-1	-1.5	-1	-14	1	0.9
CCN(CC)CCN(C(=O)CN1C(=O)c2ccccc2C1=O)c1nc2cc3c(cc2s1)OCO3	16	-4	-13	5	-8	-2.1	-1	7	4	-1.0
CSc1n[nH]c(NCc2ccc(C)cc2)n1	1	-1	-1	-4	3	-3.2	0	-1	-2	0.8
COc1ccc(N2C(=O)/C(=C/c3ccc([N+](=O)[O-])cc3)C=C2c2ccccc2)cc1	-96	-2	10	-5	-1	-2.7	4	-1	7	1.1
Cn1c(N)c(C(=O)COC(=O)c2ccc(F)cc2Cl)c(=O)n(C)c1=O	-21	9	0	-1	-2	-2.1	-2	0	1	-0.3
Cc1ccc(CNc2nc(C)nc3sc4c(c23)CCC4)cc1	-10	2	7	-1	-1	-2.3	-8	-10	0	0.4
NC(N)=NC(N)=Nc1ccc(O)cc1	13	-4	-7	0	-7	0.6	0	-13	10	0.9
O=C1C2CCCN2C(=O)N1CCCCN1CCN(CCO)CC1 (centres undefined)	39	-2	-3	-2	4	0.4	-1	-5	-6	0.8
CN(C)/C=C/c1onc(-c2c(F)cccc2Cl)c1C#N	-35	-4	/	-10	2	-2.5	2	2	-1	2.5
CCN(CC(=O)NCc1ccc(Cl)cc1)C(=O)C(C)Sc1ccccc1 (centres undefined)	-23	-1	-4	5	-5	-2.0	1	-16	-1	-1.0
